Screening data deposited in PubChem BioAssay by several laboratories.
Efflux pump inh: inhibitors of Candida efflux pumps in yeast, primary screen, S. cerevisiae, Nile Red, multiplex; S. cerevisiae Candida pump triplex; inhibition, % at 10 µM; 330,000 tested, 0.44% active;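 active = plate passing quality check with inhibition over a set limit, or well fluorescence over plate mean plus 4 SD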;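 note: Nile Red retained in pooled yeast measured as flow cytometry median fluorescence; 0% = buffer negative control and 100% = Enniatin B positive control; higher means more Nile Red kept so more efflux inhibition; some compounds called inactive have numbers as strong as hits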
GASC-1 inh: inhibitors of GASC-1 histone demethylase, primary screen, biochemical, fluorescence, DELFIA europium. GST-JMJD2C(1-420) H3K9me3 demethylation. Lysine-specific demethylase 4C (Homo sapiens), Q9H3R0. inhibition, % at 2.35 µM. AID 2099, 2009. 330,000 tested, 0.069% active;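 active = more than half of a compound's replicate wells show inhibition beyond 50%, single wells judged on their own value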;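 note: signal counts dimethyl H3K9 product captured on neutravidin plate; 0% = median of DMSO wells and 100% = 0.3 times that DMSO median; strong numbers were not always called active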
Target sequence (Q9H3R0 1-420 limits assumed): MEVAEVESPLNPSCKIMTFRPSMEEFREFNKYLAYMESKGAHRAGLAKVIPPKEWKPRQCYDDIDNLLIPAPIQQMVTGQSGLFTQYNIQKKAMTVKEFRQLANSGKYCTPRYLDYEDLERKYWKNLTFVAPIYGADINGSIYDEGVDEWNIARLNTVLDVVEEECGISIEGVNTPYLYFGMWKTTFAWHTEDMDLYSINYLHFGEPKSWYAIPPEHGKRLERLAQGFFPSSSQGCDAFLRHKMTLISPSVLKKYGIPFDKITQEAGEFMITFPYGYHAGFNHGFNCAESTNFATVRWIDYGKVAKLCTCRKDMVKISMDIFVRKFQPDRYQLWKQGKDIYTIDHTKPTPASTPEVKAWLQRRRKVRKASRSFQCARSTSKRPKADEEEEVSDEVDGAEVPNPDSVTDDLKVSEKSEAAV
PP5 inh: PP5 phosphatase inhibitors, primary screen, biochemical, fluorescence; inhibition, % at 6.7 µM; Serine/threonine-protein phosphatase 5 (Homo sapiens), P53041; 320,000 tested, 0.18% active; AID 1987, 2009; purified PP5c, OMFP substrate fluorescence;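 active = inhibition above the campaign's mean inhibition across all tested compounds plus 3 SD, cut at about 9.5% in these data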;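 note: 0% = DMSO only and 100% = 100 µM cantharidin control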
CTSL1 counter: Fasciola hepatica cathepsin L1 inhibitors, primary screen, counter-screen for PFM18AAP inhibitor project, biochemical, QFRET, fluorogenic peptide substrate; inhibition, % at 5.96 µM; recombinant F. hepatica cathepsin L1, Z-Leu-Arg-MCA fluorescence; 300,000 tested, 0.49% active;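 active = inhibition above the mean of all tested compounds plus 3 SD, set per screening campaign, cut at about 17% in these data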;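 note: 0% = plate median of test compound wells and 100% = 1 µM Z-Phe-Ala-diazomethylketone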
TPT1 inhibitor: Candida albicans TPT1 enzyme inhibitors, primary screen, biochemical, fluorescence polarization; recombinant caTPT1, FP RNA substrate dephosphorylation; tRNA 2'-phosphotransferase TPT1 (Candida albicans SC5314); inhibition, % at 5 µM; 300,000 tested, 0.81% active;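 active = inhibition above the mean of all tested compounds plus 3 SD, set per screening campaign, cut at about 24% in these data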;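 note: plate controls were DMSO alone for no effect and ferristatin control at 100 nM for full effect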
PREPL inh: PREPL enzyme inhibitors, primary screen, biochemical, fluorescence polarization | Prolyl endopeptidase-like (Homo sapiens), Q4J6C6 | AID 2751, 2010 | recombinant PREPL, fluorescence polarization activity-based probe | inhibition, % at 5.96 µM | 320,000 tested, 0.68% active; in the data active = inhibition above about 43%;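 note: 0% = enzyme with DMSO and 100% = wells lacking enzyme; many of its hits are not listed in these tables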
PP1 inh: PP1-alpha phosphatase inhibitors, primary screen, counter-screen for PP5 inhibitor project, biochemical, fluorescence, OMFP substrate, single point | Serine/threonine-protein phosphatase PP1-alpha catalytic subunit (Homo sapiens), P62136 | purified PP1alpha | inhibition, % at 6.7 µM | 320,000 tested, 0.9% active | AID 2235, 2010;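 active = inhibition above the mean inhibition of all tested compounds plus 3 SD, computed separately for each screening campaign, cut at about 15% in these data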
Target sequence (P62136 whole entry, looked up): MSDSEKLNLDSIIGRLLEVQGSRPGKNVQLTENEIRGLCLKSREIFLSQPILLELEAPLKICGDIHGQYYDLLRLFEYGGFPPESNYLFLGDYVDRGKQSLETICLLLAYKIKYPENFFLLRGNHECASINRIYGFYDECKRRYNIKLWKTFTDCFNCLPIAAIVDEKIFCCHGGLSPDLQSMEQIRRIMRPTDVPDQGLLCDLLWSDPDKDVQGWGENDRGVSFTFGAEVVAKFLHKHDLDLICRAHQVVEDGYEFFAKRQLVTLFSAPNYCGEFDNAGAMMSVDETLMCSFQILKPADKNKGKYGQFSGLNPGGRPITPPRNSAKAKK
LYPLA2 counter: LYPLA2 inhibitors, primary screen, counter-screen for PME1 inhibitor project, biochemical, fluorescence polarization, FP-Rh probe ABPP | recombinant LYPLA2 | 320,000 tested, 0.38% active | inhibition, % at 5.9 µM;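 active = inhibition above the screen-wide mean plus 3 SD, limit set per campaign, cut at about 26% in these data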;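 note: 0% = LYPLA2 with DMSO and 100% = wells lacking LYPLA2 enzyme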
Target sequence (O95372 whole entry, looked up): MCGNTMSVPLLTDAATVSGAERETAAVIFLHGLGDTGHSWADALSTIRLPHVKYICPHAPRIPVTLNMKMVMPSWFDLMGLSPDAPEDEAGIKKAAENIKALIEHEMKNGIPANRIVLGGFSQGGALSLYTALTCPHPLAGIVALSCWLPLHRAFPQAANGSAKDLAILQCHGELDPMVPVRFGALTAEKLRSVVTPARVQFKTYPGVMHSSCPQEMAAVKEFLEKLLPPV
HCV core dimer: inhibitors of HCV core protein dimerization, primary screen, biochemical, TR-FRET, high-throughput. TR-FRET GST/Flag-core106 dimerization, 1536-well. inhibition, % at 5 µM. 300,000 tested, 0.33% active;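 active = inhibition above the mean of all tested compounds plus 3 SD, set per screening campaign, cut at about 45% in these data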
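Assay system: Tagged HCV core106 pair (GST and Flag) | Buffer or medium: KF-containing HEPES buffer, pH 7.45, DTT, CHAPS, BSA | Also added: Eu donor and XL665 acceptor anti-tag antibodies | Dosing: One concentration, 5 µM, in 0.5% DMSO | Timing: 4 h at 22.5 °C | Technique: TR-FRET 671 and 617 nm emission | Repeats: Singlicate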
* = called active by the depositor; . = no result given; & = joins results of further samples. An excerpt; rates above refer to the full screens.

molecule,Efflux pump inh,GASC-1 inh,PP5 inh,CTSL1 counter,TPT1 inhibitor,PREPL inh,PP1 inh,LYPLA2 counter,HCV core dimer
Cc1c(-n2c(=S)[nH]c3ccccc3c2=O)c(=O)n(-c2ccccc2)n1C,0.0,2,3.6,4,-1,-9,-4,4,-5
O=C(CCCc1c[nH]c2ccccc12)Nc1ccc2ccccc2c1,0.1,0,3.3,0,1,17,3,-7,3
O=C(Nc1ccc(CSc2ccccc2)cc1)c1ccc(CN2CCOCC2)cc1,0.0,-10,1.7,1,0,-5,1,3,3
CC(=O)c1cccc(NC(=O)c2c(-c3c(F)cccc3Cl)noc2C)c1,-0.1,1,0.9,.,.,6,-2,2,.
COc1ccc(N2CCN(C(=O)c3ccc(CS(=O)(=O)c4ccc(Br)cc4)o3)CC2)cc1,0.0,6,2.7,-3,-4,5,0,4,4
COc1ccccc1C(=O)N=C1SC2CS(=O)(=O)CC2N1c1ccccc1 (configuration not stated),-0.1,6,2.2,-2,0,8,0,7,-3
O=C(c1ccc2c(c1)OCCO2)N1CCN(c2ccccn2)CC1,-0.3,0,1.2,2,-3,18,-3,5,-2
COc1ccc(CCN2C(=O)CC(C(C)c3ccccc3)C2=O)cc1OC (configuration not stated),-0.1,-3,2.1,-2,-1,-6,-2,2,-1
Cc1nn(Cc2c(F)c(F)c(F)c(F)c2F)c(C)c1NC(=O)c1ccc(COc2ccc(Cl)cc2Cl)o1,-0.3,-10,10*,17*,-1,4,10,-21,4
COc1ccc(NC(=O)CSc2nnc(CNC(=O)c3ccco3)n2-c2ccccc2OC)cc1,0.0,.,-0.1,-2,1,10,-2,-1,3
CN1C(=O)[C@@H]2[C@@H]3C[C@@H]([C@H]4ON=C(c5ccccc5OCC#N)[C@@H]34)[C@@H]2C1=O,0.3,.,-0.1,1,1,14,-7,-2,-2
O=[N+]([O-])c1ccc(N/N=C\c2cccn2-c2ccccc2)nc1,0.1,-8,4.0,3,88*,25,4,1,8

2 records picked at random from the list so far, as already listed:
molecule,Efflux pump inh,GASC-1 inh,PP5 inh,CTSL1 counter,TPT1 inhibitor,PREPL inh,PP1 inh,LYPLA2 counter,HCV core dimer
Cc1c(-n2c(=S)[nH]c3ccccc3c2=O)c(=O)n(-c2ccccc2)n1C,0.0,2,3.6,4,-1,-9,-4,4,-5
COc1ccc(NC(=O)CSc2nnc(CNC(=O)c3ccco3)n2-c2ccccc2OC)cc1,0.0,.,-0.1,-2,1,10,-2,-1,3

Next section
molecule,Efflux pump inh,GASC-1 inh,PP5 inh,CTSL1 counter,TPT1 inhibitor,PREPL inh,PP1 inh,LYPLA2 counter,HCV core dimer
Cc1nn(C)cc1-c1csc(N)n1,0.0,7,2.8,-2,-3,2,3,3,-16
CCSc1nc2cc(OC)c(OC)cc2c(=O)n1CCc1ccccc1,-0.1,-4,2.9,5,-7,13,1,12,2
O=C(Nc1nnc(S(=O)(=O)N2CCOCC2)s1)c1cccc(F)c1,0.0,6,1.6,3,1,-5,-5,-3,-2
Cc1ccc(S(=O)(=O)NCCC(=O)NCC(c2cccs2)N(C)C)cc1C (configuration not stated),-0.1,1,-1.8,.,.,-2,-5,10,.
Cc1ccc(OCC(=O)OCC(=O)c2c(N)n(C)c(=O)n(C)c2=O)cc1C,0.5,1,2.7,-19,0,32,-1,7,0
CSCCNC(=O)Nc1c(-c2c(Cl)cccc2Cl)noc1C,0.1,14,-1.1,-2,-4,2,-4,10,-1
CC(=O)n1cc(/C=N/NC(=O)c2ccc(Cl)cc2)c2ccccc21,0.1,-3,5.7,-1,-1,8,2,1,1
COc1ccc(C(=O)CCN2CCN(c3ccccc3F)CC2)cc1,0.0,-5,-2.0,-1,0,5,-4,0,1
NC(=O)C1CCN(CCC(=O)Nc2ccc(F)c(F)c2)CC1,0.6,7,0.5,-7,1,10,-2,1,-5
CCOC(=O)C(Cc1ccccc1)NC(=O)CNC(C)=O (configuration not stated),-0.1,3,2.7,-5,-2,6,3,5,-6
COc1cccc(N2CC(C(=O)NNC(=O)c3ccc(Cl)cc3)CC2=O)c1 (configuration not stated),0.1,4,-1.3,-7,2,-1,-1,-3,-4
COc1cc(CC(=O)OCc2ccccc2F)cc(OC)c1OC,-0.1,-2,-0.9,-3,2,4,1,0,11

Other structures follow.
molecule,Efflux pump inh,GASC-1 inh,PP5 inh,CTSL1 counter,TPT1 inhibitor,PREPL inh,PP1 inh,LYPLA2 counter,HCV core dimer
CCCC(=O)Nc1sc2c(c1C(=O)OCC)CC(C)(C)OC2,-0.1,3,1.6,-1,1,-8,4,0,4
CC(=O)N/C(=C\c1ccc(F)cc1)C(=O)NC(Cc1ccccc1)C(=O)O (configuration not stated),0.0,6,1.4,-2,1,-5,-5,-2,-5
CC(=O)Nc1ccc(S(=O)(=O)Nc2ccc(S(=O)(=O)Nc3nc(C)cc(C)n3)cc2)cc1,0.0,2,1.9,1,-1,1,-3,5,2
CCOC(=O)c1c(C)c(C(=O)NCCOC)c(C)n1CC,0.0,53,-0.6,9,2,14,-4,3,-2
O=C(NCc1ccncc1)Nc1ccccc1Cl,0.0,103,-0.4,2,-3,0,-3,6,0
COc1ccc(S(=O)(=O)N2CCC(C(=O)NCC(c3cccs3)N(C)C)CC2)cc1 (configuration not stated),-0.2,1,-0.2,-1,2,9,1,9,-8
CC1CCCN(c2ccc(N)cc2C(N)=O)C1 (configuration not stated),0.1,15,1.0,-6,-2,2,-2,-1,-6
Cc1cc(C)cc(OCC(=O)NCCc2nc3ccccc3[nH]2)c1,-0.1,-10,-0.2,3,0,8,1,3,-4
Cc1ccc(C(=O)NN2C(=O)C3C4c5ccccc5C(c5ccccc54)[C@@H]3C2=O)cc1 (some centres not stated),0.4,-7,3.5,0,-3,8,4,0,-6
O=[N+]([O-])c1ccccc1/C=C/CN1CCCCC1,-0.1,1,3.2,-3,1,8,-3,-2,0
CCC(=O)Nc1cccc(SC)c1,0.0,-2,1.7,-2,-1,0,2,-1,2
CCN(C(=O)CN1C(=O)/C(=C/c2ccccc2)SC1=S)C1CCS(=O)(=O)C1 (configuration not stated),-0.2,6,0.6,3,-1,5,-1,5,3

New compounds follow:
molecule,Efflux pump inh,GASC-1 inh,PP5 inh,CTSL1 counter,TPT1 inhibitor,PREPL inh,PP1 inh,LYPLA2 counter,HCV core dimer
CCN(CC)c1ccc(/C=C(\C#N)C(=O)c2ccc(Br)cc2)cc1,-0.2,1,-5.6,2,137*,-8,-5,26,2
CCCCC(=Nc1ccc(N)cc1)C1=C(O)C(C(=O)OC)C(C)(C)CC1=O (configuration not stated),0.1,12,1.7,3,-4,30,8,28*,-30
Cc1ccc(C(=O)Cn2c(C)cc(C)c(C#N)c2=O)cc1,0.3,-4,-1.7,1,-3,5,-6,-6,3
CCOC(=O)C1=C(C)NC(C)=C(C(=O)OCC)C1C(=O)OCC(=O)N1CCCCC1C (configuration not stated),0.1,-4,0.7,.,.,7,-6,-1,.
COc1ccc(C2=CC(=O)C[C@H](c3ccc(OC)c(OC)c3)C2)cc1,0.0,2,-0.1,.,.,6,-2,4,.
CC(C)CCNC(=O)C(c1ccco1)N(Cc1ccc(F)cc1)C(=O)c1snc(C(N)=O)c1N (configuration not stated),0.3,-9&9,2.2,4,0,-2,0,-1,7
CCOC(=O)C1CCCN(c2nc3c(C)cccn3c(=O)c2/C=C(\C#N)C(=O)NCc2ccco2)C1 (configuration not stated),0.1,1,1.1,-2,-2,-7,-6,-1,8
Cc1ccc(S(=O)(=O)N(C)c2ccc(C(=O)N3CCN(Cc4ccc5c(c4)OCO5)CC3)cc2)cc1,0.0,-4,3.0,0,-5,31,3,6,8
COc1ccc(Br)cc1[C@H]1[C@@H]2C=CCC[C@@]2(C)C(=O)N1Cc1ccccc1,-0.1,3,1.1,1,-1,-3,5,-7,8
CCOC(=O)C(CC)Sc1cc(C)nc2ccc(OC)cc12 (configuration not stated),0.0,-7,0.5,5,1,-4,-1,2,-4
CC(NC(=O)CCC(=O)N1CCCCCC1)c1ccccc1 (configuration not stated),0.1,-5,-5.5,3,1,-3,8,-9,-4
CCc1cc2c(Sc3nc4ccccc4s3)ncnc2s1,-0.1,-1,0.5,2,-1,0,-4,-2,10

Continued.
molecule,Efflux pump inh,GASC-1 inh,PP5 inh,CTSL1 counter,TPT1 inhibitor,PREPL inh,PP1 inh,LYPLA2 counter,HCV core dimer
COc1ccc(/C=C/C(=O)Nc2cc(S(=O)(=O)N3CCOCC3)ccc2C)cc1OC,0.1,7,0.8,1,-3,2,0,-1,8
Cc1ccc(NC2(C(F)(F)F)N=C(c3ccccc3)NC2=O)nc1 (configuration not stated),0.0,0,-0.1,0,-1,-1,1,-5,1
COc1ccc(C2=CC(=O)CC(c3ccc(F)cc3)C2)cn1 (configuration not stated),0.1,-4,1.1,3,0,7,-2,5,12
Nc1nc(-c2ccc(Cl)cc2)c(N=Nc2ccc(S(=O)(=O)N3CCOCC3)cc2)s1,-0.1,-1,-0.1,-8,1,10,-10,1,-12
CCOC(=O)c1ccc(NC(=S)Nc2cc(C)cc(C)n2)cc1,0.1,-5,-2.1,1,5,4,0,-5,7
COc1cccc(C(=O)CSc2nc3cccnc3n2C)c1,0.0,-4,3.2,0,1,-6,-2,-2,-6
O=C(c1ccco1)N1CCN(c2ccc([N+](=O)[O-])cc2F)CC1,0.0,5,0.8,2,0,-4,0,-1,-4
Cc1oc(-c2ccc(Cl)cc2)nc1CN1CCC(C(=O)NCCCN2CCOCC2)CC1,0.0,5&22,1.2,6,0,27,-8,-8,11
